GPR55 antagonists: GPR55 antagonists blocking LPI-driven arrestin recruitment, primary screen, imaging, U2OS, beta-arrestin-GFP, LPI agonist (AID 2013). G-protein coupled receptor 55 (Homo sapiens). U2OS GPR55 beta-arrestin-GFP translocation imaging, LPI antagonism; higher % means a stronger effect. one-dose inhibition, % at 10 µM; IC50 in µM for titrated hits. 290,000 compounds, 0.13% hits;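 active means spots per cell inhibited over 60%, with over 100 cells counted and total cytoplasm intensity under 500,000; inconclusive means wells with under 100 cells, flagged as likely toxic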;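 further: U2OS cells stably carrying GPR55 and arrestin-GFP stimulated by 5 µM LPI near EC80; imaged beta-arrestin-GFP aggregate spots per cell after agonist stimulation; plate controls were LPI-stimulated DMSO wells for no effect and DMSO wells without LPI for full effect; some results filed as inactive read as strong as hits; confirmed hits need IC50 under 10 µM and bright autofluorescent wells are also inconclusive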
NOD1 inhibition: NOD1 signaling inhibitors, primary screen, cell-based, luminescence, uHTS (AID 1578); NOD1-driven NF-kB luciferase reporter cells, luminescence; higher % means a stronger effect; inhibition, % at 4 µM; hits with a dose series show EC50 in µM; 290,000 compounds, 1% hits; in the data active means inhibition mostly above about 36%, no sharp cut-off; inactive means mostly below about 34%;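 further: HEK-293T reporter cells stimulated with the NOD1 agonist gamma-tri-DAP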
Large T inhibition: SV40 large T antigen inhibitors, biochemical (AID 1903); SV40 large T antigen ATPase/helicase inhibition assay; higher % means a stronger effect; 310,000 compounds, 0.39% hits; one-dose inhibition, % at 20 µM; IC50 in µM for titrated hits; in the data active means a potency from the dose series; inconclusive means inhibition mostly from about 32% at the one dose, without a potency; inactive means the rest, 99 in 100 with inhibition below about 32%; further: strong numbers were not always called active
KOR beta-arrestin-1: KOR agonists, beta-arrestin recruitment, primary screen, cell-based, luminescence, uHTS (AID 1777); 280,000 compounds, 0.02% hits; activation, % at 10 µM; hits with a dose series show EC50 in µM; KOR beta-arrestin recruitment, luminescence; higher % means a stronger effect; Kappa-type opioid receptor (Homo sapiens); in the data active means activation above about 50%, passing the limit was not always enough; further: a part of the inactive calls stands beside numbers as strong as those of hits
HIV peptide binding: inhibitors of HIV fusion peptide binding, primary screen, biochemical, uHTS, fluorescence dequenching (AID 1986). 290,000 compounds, 0.3% hits. cell-free peptide binding, fluorescence dequenching, 30 min; higher % means a stronger effect. inhibition, % at 20 µM; hits with a dose series show IC50 in µM; in the data active means inhibition mostly above about 52%, no sharp cut-off; inactive means mostly below about 76%; further: some results filed as inactive read as strong as hits
GPR55 beta-arrestin: GPR55 agonists via beta-arrestin recruitment, primary screen, imaging, U2OS cells, beta-arrestin-GFP redistribution (AID 1961); G-protein coupled receptor 55 (Homo sapiens); U2OS GPR55 beta-arrestin-GFP redistribution imaging; higher % means a stronger effect; activation, % at 10 µM, or EC50 in µM where a hit was titrated; 290,000 compounds, 0.048% hits;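 active means activation above 40% with more than 50 cells counted in the well; inconclusive means wells holding fewer than 50 cells, flagged as toxic or sparse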;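 further: U2OS osteosarcoma cells stably expressing GPR55 and beta-arrestin-GFP; plate controls were DMSO negative control for no effect and LPI positive control for full effect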
NOD2 inhibition: NOD2 signaling inhibitors, cell-based, luminescence, uHTS, HEK293 (AID 1566); HEK293 NOD2/NF-kB luciferase reporter, luminescence; higher % means a stronger effect; one-dose inhibition, % at 4 µM; EC50 in µM for titrated hits; 290,000 compounds, 0.63% hits; further: many of its hits are not listed in these tables
MgcRacGAP inhibition: MgcRacGAP GTPase-activating activity inhibitors, confirmation, biochemical, ADP Hunter fluorescence. AID 624330, 2012. 340,000 compounds, 0.6% hits. Rac GTPase-activating protein 1 (Homo sapiens). inhibition, % at 30 µM; hits with a dose series show IC50 in µM. MgcRacGAP-stimulated Rac1 GTP hydrolysis, ADP Hunter fluorescence; higher % means a stronger effect; GST-tagged Rac1 F28L mutant substrate;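 active means first-screen hits whose inhibition reached a set limit at any dose in the follow-up dose series; inconclusive means inhibition above the set first-screen limit but never retested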;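 further: fluorescence reports GDP produced by GAP-driven GTP hydrolysis; strong numbers were not always called active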
KOR beta-arrestin-2: KOR antagonists, beta-arrestin recruitment, cell-based, luminescence, uHTS (AID 1778) | Kappa-type opioid receptor (Homo sapiens) | inhibition, % at 10 µM, or IC50 in µM where a hit was titrated | 290,000 compounds, 0.091% hits | KOR beta-arrestin recruitment, luminescence, antagonist mode; higher % means a stronger effect; further: strong numbers were not always called active
Active calls of the source: *; ? = inconclusive; . = not tested or not shown; [ ] = dose if it differs, or a comment. Unless noted, no stated cut-off is given here; in the data, active means inhibition above about 50%; inactive means the rest. This is a subset; the hit share may differ from the screen's.

nr	SMILES	GPR55 antagonists	NOD1 inhibition	Large T inhibition	KOR beta-arrestin-1	HIV peptide binding
1	CCn1c(=O)cc(SCC(=O)N(C)Cc2ccccc2)c2ccccc21	0%	-42%	4%	0.7%	1.2%
2	CC(=O)c1ccc(N2CCN(C(=O)c3cc(-c4cccnc4)nc4ccc(Br)cc34)CC2)cc1	16%	-17%	1%	-8.0%	0.6%
3	O=C(NCc1cccnc1)Nc1cccc(NC(=O)NCc2cccnc2)c1	1%	-6%	5%	-1.7%	-2.8%
4	Cc1ccc(S(=O)(=O)N[C@@H](CC(C)C)C(=O)N2CCC(C(=O)N[C@@H](Cc3ccccc3)C(=O)O)CC2)cc1	2%	15%	6%	-4.3%	1.2%
5	CCCOc1ccc(C(=O)NCC(c2ccco2)N(C)C)cc1 (stereo not drawn)	8%	-8%	11%	-3.9%	-0.9%
6	COc1ccc(OC)c(-n2c(SCC(=O)NCc3ccco3)nnc2-c2c[nH]c3ccccc23)c1	7%	-20%	8%	2.2%	1.4%
7	Cc1ccccc1NC(=O)CCc1c(C)nn(-c2ccc(N3CCCCC3)nn2)c1C	-5%	-14%	-2%	-4.0%	-2.0%
8	N#CCCn1cc(C=C(C#N)C#N)c(-c2ccc(Cl)cc2)n1	2%	-20%	3%	-4.2%	0.1%
9	Cc1csc(NC(=O)CCn2c(=O)oc3ccccc32)n1	2%	-18%	1%	-2.8%	2.3%
10	COc1cccc(C=O)c1OCCCOc1cccc2cccnc12	-16%	-50%	7%	2.0%	-0.1%
11	C=CCOC(=O)C(=O)/C=C/c1ccc2c(c1)Cc1ccccc1-2	8%	10%	4%	-2.3%	18%
12	CN(C)/C=C1/C(=O)Nc2ccccc21	-10%	-32%	15%	-1.4%	-1.1%

nr	GPR55 beta-arrestin	NOD2 inhibition	MgcRacGAP inhibition	KOR beta-arrestin-2
1	0.0%	-11%	1%	-25%
2	0.2%	7%	5%	-59%[20 µM]
3	-0.4%	9%	8%	-2%
4	-0.1%	0%	-6%	-29%[20 µM]
5	0.2%	-8%	7%	-1%
6	-0.1%	-9%	-4%	-21%
7	-0.3%	9%	-14%	-13%
8	-0.1%	2%	.	-12%[20 µM]
9	-0.4%	-2%	8%	-14%
10	-0.1%	-55%	4%	-56%
11	-0.2%	-17%	5%	-23%
12	0.0%	-15%	8%	17%

Other entries follow.
nr	SMILES	GPR55 antagonists	NOD1 inhibition	Large T inhibition	KOR beta-arrestin-1	HIV peptide binding
13	CC1(OC(=O)CCc2ccccc2)C(=O)C=C2C=C(c3ccc(C#N)cc3)N(C3CCCC3)C=C2C1=O (stereo not drawn)	-4%	0%	6%	-1.0%	5.1%
14	COCCN1C(=O)N[C@H](c2cccc(C(F)(F)F)c2)C(C(=O)OC)=C1C	1%	-15%	7%	2.0%	0.0%
15	O=C(N/N=C/c1ccc(Cl)cc1Cl)C(=O)NC1CC1	11%	-4%	-1%	-3.3%	-0.7%
16	COc1ccccc1CC(=O)Nc1cc(C)ccn1	10%	25%	4%	-5.4%	0.6%
17	COc1cc(NC(=O)CN2C(=O)C(c3ccccc3)=NC23CCCCCC3)cc(OC)c1	-5%	29%	14%	-5.1%	1.0%
18	O=c1cc(NCc2ccco2)c2ccccc2o1	-4%	-30%	4%	1.5%	0.2%
19	CCOc1ccc(CCNC(=O)C2CCN(S(=O)(=O)N3CC(C)CC(C)C3)CC2)cc1OCC (stereo not drawn)	2%	23%	13%	-6.1%	-1.9%
20	CN(Cc1ccccc1OCCO)CC1CCCN(CCc2ccc(Cl)cc2)C1 (stereo not drawn)	-1%	12%	27%	-3.2%	2.1%
21	Cc1ccc(C)c(NC(=O)CSc2n[nH]c(-c3ccncc3)n2)c1	6%	-24%	15%	-5.4%	3.7%
22	Cc1ccsc1C(C(=O)NCc1ccccc1)N(C(=O)c1csnn1)c1ccccc1 (stereo not drawn)	11%	-6%	3%	-0.1%	-0.6%
23	COc1ccccc1COCC(O)CNCCc1ccc(C(F)(F)F)cc1 (stereo not drawn)	-3%	-1%	2%	4.2%	-1.1%
24	Cc1ccc(C(=O)C2OC(=O)C(C)(C)C(=O)C2(C)C)cc1 (stereo not drawn)	62%	3%	2%	4.1%	-0.1%

nr	GPR55 beta-arrestin	NOD2 inhibition	MgcRacGAP inhibition	KOR beta-arrestin-2
13	0.6%	19%	11%	17%
14	-0.3%	0%	.	-24%
15	-0.3%	13%	6%	22%
16	-0.2%	-6%	1%	14%
17	-0.2%	-16%	-3%	19%
18	0.4%	3%	8%	10%
19	-0.1%	-31%	-2%	-11%
20	0.3%	3%	2%	-32%
21	0.2%	2%	-1%	36%
22	0.2%	-6%	6%	11%
23	0.0%	-34%	.	-14%
24	-0.1%	5%	-2%	-12%

New compounds follow
nr	SMILES	GPR55 antagonists	NOD1 inhibition	Large T inhibition	KOR beta-arrestin-1	HIV peptide binding
25	O=C(COc1ccc(Cl)cc1)Nc1ccccc1N1CCOCC1	3%	0%	-4%	-3.7%	-1.1%
26	CC(C)C(=O)N1CCC2(CC1)Oc1ccc(F)cc1C(=O)C21CC(c2cccnc2)=NO1 (stereo not drawn)	4%	-10%	.	2.9%	-0.4%
27	CCc1ccc(NC(=O)Cn2cc([N+](=O)[O-])nc2C)cc1	9%	-25%	8%	-6.7%	0.7%
28	C/C(=N\OC(=O)c1ccc(Cl)c(Cl)c1)c1sc(C)nc1C	0%	7%	-1%	-8.0%	-0.6%
29	CC(C)c1c(O)nc(SCC(=O)Nc2ccc3c(c2)CCC3)[nH]c1=O	-1%	-21%	2%	-4.3%	3.2%
30	Cc1ccc2sc(C)[n+](CCCS(=O)(=O)[O-])c2c1	3%	-15%	14%	-2.2%	4.7%
31	NC(=S)N=Nc1c(O)n(Cc2ccccc2)c2ccccc12	13%	-17%	4%	0.6%	-2.7%
32	CC(=O)c1c(C)[nH]c(C(=O)OCc2cccc(Cl)c2)c1C	-5%	-8%	-1%	-5.2%	1.0%
33	O=C(O)c1ccc(N=Nc2c(-c3ccccc3)[nH]oc2=O)cc1	3%	-3%	22%	-4.0%	5.5%
34	O=C(NCCc1cccs1)C(c1ccccc1)c1ccccc1	11%	9%	0%	-2.2%	-0.6%
35	Cc1ccc(C)c(OCC(=O)Nc2ccc(S(=O)(=O)Nc3ccccn3)cc2)c1C	9%	-16%	7%	-3.3%	1.7%
36	CCCc1cc(=O)[nH]c(Nc2ccc(O)cc2)n1	1%	-6%	6.9µM*	-4.2%	-3.4%

nr	GPR55 beta-arrestin	NOD2 inhibition	MgcRacGAP inhibition	KOR beta-arrestin-2
25	-0.1%	10%	.	15%
26	-0.2%	-6%	.	25%
27	-0.3%	10%	-3%	-33%[20 µM]
28	0.3%	8%	-4%	22%
29	0.3%	-1%	10%	32%
30	-0.4%	-3%	21%	-1%
31	0.8%	20%	7%	14%
32	-0.2%	-14%	11%	-30%
33	-0.1%	-78%	4%	4%
34	-0.2%	4%	17%	-41%[20 µM]
35	0.5%	14%	5%	10%
36	-0.1%	-2%	?	-1%

(list continues)
nr	SMILES	GPR55 antagonists	NOD1 inhibition	Large T inhibition	KOR beta-arrestin-1	HIV peptide binding
37	CN(NS(C)(=O)=O)c1ncc(C(F)(F)F)cc1Cl	-3%	-20%	20%	-1.2%	-1.8%
38	Cc1ccc(Cc2nc(-c3ccccn3)no2)cc1	3%	-14%	1%	-2.3%	-1.5%
39	CCOc1ccc(CCNC(=O)c2ccc3nc(N4CCOCC4)sc3c2)cc1OCC	-1%	4%	18%	2.6%	-1.5%
40	O=C(CCc1ccccc1)c1c(O)cc(O)cc1O	-6%	3%	11%	0.3%	5.6%
41	Cc1ccc(N2CC(C(=O)NCCC(C)C)CC2=O)cc1 (stereo not drawn)	15%	-20%	3%	-5.5%	0.6%
42	COc1ccccc1NS(=O)(=O)c1cc(NC(=O)c2sccc2C)ccc1N1CCOCC1	13%	13%	9%	2.5%	-1.2%
43	Cc1noc(C)c1C(=O)Nc1c(F)cc(F)cc1Br	-1%	-17%	1%	-1.8%	0.5%
44	CCN(Cc1ccccc1)C(=S)Nc1cc(C(=O)OC)ccc1C(=O)OC	-11%	-12%	11%	-2.2%	-0.9%
45	CC(C)(C)OC(=O)NCc1ccc(NC(=O)c2nc[nH]c2C(=O)N[C@@H](Cc2ccccc2)C(=O)OCc2ccccc2)cc1	13%	-3%	-1%	.	-0.9%
46	C[C@H](NC(=O)c1nc[nH]c1C(=O)N[C@@H](Cc1ccccc1)C(=O)OC(C)(C)C)C(=O)OC(C)(C)C	4%	-13%	6%	8.2%	-0.3%
47	Cn1c(=O)cc(SCC(=O)NCc2ccco2)c2ccccc21	6%	-26%	-3%	2.2%	5.4%

nr	GPR55 beta-arrestin	NOD2 inhibition	MgcRacGAP inhibition	KOR beta-arrestin-2
37	0.0%	-11%	6%	-14%
38	-0.1%	-86%	-4%	19%
39	0.0%	24%	7%	24%
40	0.0%	1%	-2%	28%
41	-0.1%	15%	0%	-8%
42	-0.1%	16%	9%	-4%
43	0.5%	-7%	4%	-36%
44	-0.2%	17%	14%	14%
45	0.6%	19%	8%	0%
46	-0.1%	-2%	8%	-3%
47	0.0%	0%	5%	-19%

Sorted by molar mass (low to high): some entries from above
nr	SMILES	GPR55 antagonists	NOD1 inhibition	Large T inhibition	KOR beta-arrestin-1	HIV peptide binding
43	Cc1noc(C)c1C(=O)Nc1c(F)cc(F)cc1Br	-1%	-17%	1%	-1.8%	0.5%
39	CCOc1ccc(CCNC(=O)c2ccc3nc(N4CCOCC4)sc3c2)cc1OCC	-1%	4%	18%	2.6%	-1.5%
46	C[C@H](NC(=O)c1nc[nH]c1C(=O)N[C@@H](Cc1ccccc1)C(=O)OC(C)(C)C)C(=O)OC(C)(C)C	4%	-13%	6%	8.2%	-0.3%
42	COc1ccccc1NS(=O)(=O)c1cc(NC(=O)c2sccc2C)ccc1N1CCOCC1	13%	13%	9%	2.5%	-1.2%

nr	GPR55 beta-arrestin	NOD2 inhibition	MgcRacGAP inhibition	KOR beta-arrestin-2
43	0.5%	-7%	4%	-36%
39	0.0%	24%	7%	24%
46	-0.1%	-2%	8%	-3%
42	-0.1%	16%	9%	-4%

Large T inhibition: what is marked active above
| no. | mol | NOD1 inhibition | Large T inhibition | KOR beta-arrestin-1 | HIV peptide binding | NOD2 inhibition | MgcRacGAP inhibition | KOR beta-arrestin-2 |
| --- | --- | --- | --- | --- | --- | --- | --- | --- |
| 36 | CCCc1cc(=O)[nH]c(Nc2ccc(O)cc2)n1 | -6% | 6.9µM* | -4.2% | -3.4% | -2% | ? | -1% |
